From PubChem
aSyn yeast rescue: rescues yeast growth from alpha-synuclein toxicity | S. cerevisiae alpha-synuclein toxicity rescue, BacTiter-Glo growth, 24 h | Potency, µM (top dose mostly 46.1 µM), inactives show at the highest dose growth rescue (activation), usual class: activators | 94,000 compounds, 0.02% hits; active means well fitted activation curve with a large enough effect; inconclusive means small, poorly fitted or top-dose-only effect; further: 0% is about no effect
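Growth restoration measured by BacTiter-Glo luminescence after 24 hr at 30 deg C; alpha-synuclein yeast, raffinose-pregrown to mid-log, were added at OD600=0.02 in galactose medium onto pinned compounds.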
An asterisk follows results filed as active; ? = inconclusive; [ ] = remark or other dose. Potency means the concentration at half of the fitted maximal effect.

SMILES	aSyn yeast rescue
COc1ccc(/C=C2\SC(=S)N(CCCC(=O)NNC(=O)c3ccccc3O)C2=O)cc1	-2%
C#CC(C)(CC)NC(=O)c1cnn2c(C(F)F)cc(-c3ccccc3OC)nc12 (stereo not given)	-13%
CSc1ccc(CN2CCC(CO)(Cc3ccc(Cl)cc3)CC2)cc1	1%
CCCCCCCCCC[N+](C)(C)CC/C=C1/c2ccccc2Sc2ccc(Cl)cc21	-28%
CC(=O)c1ccc(N2CCN(S(=O)(=O)c3ccc4[nH]c5c(c4c3)CCCCC5)CC2)cc1	5%
Cc1cccc2sc(NNC(=O)c3ccc(S(=O)(=O)N4CC(C)CC(C)C4)cc3)nc12 (stereo not given)	0%
Cc1cc(C)c(S(=O)(=O)NCc2nc3nc(C)cc(C)n3n2)c(C)c1	3%
CCCS(=O)(=O)c1nc(S(=O)(=O)c2ccc(C)cc2)c(NCc2ccccc2Cl)s1	-3%
Cc1ccccc1NC(=S)N1CCCN(Cc2ccc(F)cc2)C1	1%
O=C(/C=C/c1ccco1)NCCc1ccc(F)cc1	-5%
COc1cccc(C2C(C(=O)Nc3ccc(Cl)cc3)=C(C)Nc3nc4ccccc4n32)c1OC (stereo not given)	3%
COCCN(C(=O)CSc1n[nH]c(-c2ccccc2)n1)c1c(N)n(Cc2ccccc2)c(=O)[nH]c1=O	-7%
Cc1ccc(CNC(=O)Cn2c(=O)n(-c3ccc(C)c(F)c3)c(=O)c3sc4ccccc4c32)cc1	-8%
Nc1c(-c2nc(-c3ccccc3)cs2)c2ccccn2c1C(=O)c1ccc2c(c1)OCO2	11%
Cc1ccc2oc(-c3cccc(NC(=O)c4ccc(N5CCC(C)CC5)c([N+](=O)[O-])c4)c3)nc2c1	-9%
Cc1cccc(C)c1NC(=S)/C(=C(\[O-])c1cccs1)[n+]1ccccc1	2%
O=C(CCC1N=C2c3ccccc3N=C(SCc3ccc(Cl)cc3)N2C1=O)NCCc1ccccc1 (stereo not given)	4%
O=S(=O)(c1cccs1)N1CCN(c2ccccc2F)CC1	10%
O=C(NCc1ccc2c(c1)CCN2C(=O)c1ccncc1)c1ccc(Cl)cc1	3%
COc1ccc(CCNC(=O)CN2CCN(Cc3ccccc3F)C2=O)cc1OC	-1%
CN(C)c1ccc(NC(=O)Cc2ccccc2)c2ccccc12	-4%
COc1ccccc1NC(=O)NN1CCCCC1	-6%
CC(C)(C)c1ccc(C(=O)NC2CCS(=O)(=O)C2)cc1 (stereo not given)	5%
Cc1ccc(-c2cc(C(F)(F)F)n3ncc(-c4ccccc4)c3n2)cc1	1%
CCOC(=O)c1c(NC(=O)CCCOc2ccc(C)cc2)sc2c1CCC(C)C2 (stereo not given)	1%
COc1ccc(C(=O)Nc2nc(-c3nnn(-c4ccc(C(C)C)cc4)c3C)ns2)cc1	-4%
Cc1ccc(-c2cn3c(n2)sc2cc(C(=O)NCCCc4ccccc4)ccc23)c(C)c1	-1%
COc1ccccc1CNC(=O)CN1C(=O)CSc2ccc(S(=O)(=O)N(C)C)cc21	-2%
CN(C)CCNC(=O)C1CCN(c2ncnc3c2nc2n3CCCCC2)CC1	-2%
CCOc1ccc(/C=C/c2nc3ccccc3n2S(=O)(=O)c2ccc(Br)cc2)cc1	-27%

Part of the list above in another layout:
SMILES | aSyn yeast rescue
Cc1cc(C)c(S(=O)(=O)NCc2nc3nc(C)cc(C)n3n2)c(C)c1 | 3%
COc1ccc(CCNC(=O)CN2CCN(Cc3ccccc3F)C2=O)cc1OC | -1%
CC(=O)c1ccc(N2CCN(S(=O)(=O)c3ccc4[nH]c5c(c4c3)CCCCC5)CC2)cc1 | 5%
COCCN(C(=O)CSc1n[nH]c(-c2ccccc2)n1)c1c(N)n(Cc2ccccc2)c(=O)[nH]c1=O | -7%
CN(C)CCNC(=O)C1CCN(c2ncnc3c2nc2n3CCCCC2)CC1 | -2%
C#CC(C)(CC)NC(=O)c1cnn2c(C(F)F)cc(-c3ccccc3OC)nc12 (stereo not given) | -13%

Part of the list above in order of number of heavy atoms, lowest first.
SMILES	aSyn yeast rescue
O=C(/C=C/c1ccco1)NCCc1ccc(F)cc1	-5%
Cc1ccccc1NC(=S)N1CCCN(Cc2ccc(F)cc2)C1	1%
CCOC(=O)c1c(NC(=O)CCCOc2ccc(C)cc2)sc2c1CCC(C)C2 (stereo not given)	1%
CCCS(=O)(=O)c1nc(S(=O)(=O)c2ccc(C)cc2)c(NCc2ccccc2Cl)s1	-3%
Cc1cccc2sc(NNC(=O)c3ccc(S(=O)(=O)N4CC(C)CC(C)C4)cc3)nc12 (stereo not given)	0%
Cc1ccc(-c2cn3c(n2)sc2cc(C(=O)NCCCc4ccccc4)ccc23)c(C)c1	-1%

(further entries)
SMILES	aSyn yeast rescue
O=C(c1cccs1)N1C[C@H](n2cc(C3CC3)nn2)[C@@H](O)C[C@@H]1c1ccccc1	3%
CCCCS(=O)(=O)c1oc(-c2ccc(F)cc2)nc1S(=O)(=O)c1ccccc1	2%
CCCc1cc(=O)[nH]c2nnc(SCC(=O)Nc3nnc(SCC)s3)n12	-8%
Cc1ccc(-c2nn(CCC(=O)Nc3ccc(OC(F)(F)F)cc3)c(=O)c3ccccc23)cc1	-13%
Cc1ccc2nc(-c3ccccc3)cc(C(=O)N3CCc4ccccc4C3)c2c1	9%
CCOc1ccc(-n2c(=O)c3c(C)c(C)sc3n(Cc3cc(=O)n4cc(Cl)ccc4n3)c2=O)cc1	2%
O=C(NCc1ccccn1)c1ccc(-c2ccccc2)cc1	13%
Cc1ccc(C(=O)N/C(=C\c2ccc(Cl)cc2)C(=O)NC2CCCCC2)cc1	-2%
Cc1cc(C)n2nc(C(=O)NCc3cccc(C(F)(F)F)c3)nc2n1	-10%
CCN1CCN(C(=O)c2cnn(-c3ccc(F)cc3)c2-n2cccc2)CC1	3%
COc1ccc(CCNC(=O)Cn2c(-c3cccs3)cc3cc(F)ccc32)cc1OC	0%
COc1ccc2c(c1)[nH]c1c(=O)n(CCN3CCOCC3)cnc12	-6%
CCOC(=O)c1ccc(CN(Cc2ccc(C)cc2)S(=O)(=O)c2ccc(NC(C)=O)cc2)cc1	5%
COc1ccc(CNC(=O)CCc2c(C)nn(-c3ccc(N4CCCC4)nn3)c2C)cc1	8%
O=S(=O)(c1ccccc1)c1nnn2c1nc(NCc1ccc(F)cc1)c1sccc12	-6%
O=C(NCc1ccc(Cl)cc1)c1cnc2sc(N3CCCC3)nn2c1=O	9%
COc1cc2c(cc1N/C=C(\C#N)c1nc(-c3ccc(F)cc3)cs1)oc1ccccc12	-5%
Cc1[nH]c2ccccc2c1C(=O)COc1ccccc1F	2%
O=C(CN1C(=O)NC2(CCCCC2)C1=O)Nc1ccccc1N1CCCC1	-7%
COc1ccc(Cl)cc1C(=O)NCC(=O)OCc1ccccc1	9%
CCOC(=O)c1c(NC(=O)C(C)Oc2ccccc2F)sc(C(C)=O)c1C (stereo not given)	0%
COc1ccccc1C(=O)NCCC(=O)N(C)CC(=O)Nc1ccc(C)cc1	8%
CCOC(=O)c1c(C)c(-c2ccccc2)n(CC(=O)Nc2cc(C)cc(C)c2)c1C	8%
O=[N+]([O-])c1cccc(/C=C/c2ccncc2)c1	5%
Cc1ccc(CSc2nc3c(c(=O)[nH]2)C(c2cccc(F)c2F)CC(=O)N3)cc1 (stereo not given)	-5%
CCC(=O)C1=C(c2ccc(F)cc2)N(C(=O)CC)n2c(nnc2-c2ccc(OC)cc2)S1	-1%
CC(C)c1ccccc1NC(=O)CSc1nnc(COc2ccccc2)o1	-4%
COc1ccc(Nc2nc(-c3ccccc3F)nc3ccccc23)cc1OC	-19%
CCOc1ccc(C(=O)/C=C/c2cn(CC(O)CN3CCc4ccccc43)c3ccccc23)cc1 (stereo not given)	5%
Cn1nnnc1SCCNCc1ccc(Cl)c(Cl)c1	2%
O=C(NCCCn1ccnc1)/C(=C\c1cccs1)NC(=O)c1cccs1	3%
COc1ccc(CNC(=O)C(C)n2nc(C)c3sc4ccccc4c3c2=O)cc1OC (stereo not given)	22%
Cn1c(=O)c2c(nc(NCCc3ccccc3)n2Cc2ccc(Cl)cc2)n(C)c1=O	8%
O=C(O)CSc1c(Cl)c(=O)oc2ccc(Cl)cc12	14%
O=C(OCC(=O)N1CCCc2ccccc21)c1ccc(F)c(S(=O)(=O)N2CCOCC2)c1	-1%
CC1=C(C(=O)Nc2ccccc2)C(c2ccccn2)n2nc(SCc3ccccc3)nc2N1 (stereo not given)	-2%
COc1ccc(N(C)C(=O)c2cn(C3CCCCC3)c(=O)c3c2c2ccccc2n3C)cc1	4%
Cc1cccc(Cn2c(=O)n(Cc3ccccc3)c(=O)c3c2c2cc(C)ccc2n3C)c1	-2%
CCOC(=O)c1cnc2ccccc2c1Nc1cccc(OC)c1	-10%
COC(=O)CCCNC(=O)c1ccc(OS(=O)(=O)c2cc([N+](=O)[O-])ccc2C)cc1	-18%
O=C(C[n+]1ccccc1)N/N=C/c1ccc(O)cc1	13%
COc1ccc(/C=C2/SC(=O)N(CC(O)Cn3c4ccccc4c4ccccc43)C2=O)cc1 (stereo not given)	3%
COc1ccc(C(C(=O)NCc2ccccc2)N(C(=O)c2snc(C(N)=O)c2N)c2ccccc2OC)cc1OC (stereo not given)	-3%
Cc1ccc(-c2onc(C)c2C)cc1S(=O)(=O)N1c2ccccc2CC1C (stereo not given)	-19%
Cc1ccccc1C(=O)c1cccn1CC(=O)NCc1ccc(Cl)cc1	-1%
COc1cc(CNc2ccc3[nH]c(=O)[nH]c3c2)cc(Br)c1OCc1ccc(F)cc1	-12%
COc1cc(NC(=O)Cn2c(=O)n(C(C)C)c(=O)c3oc4ccccc4c32)cc(OC)c1	-4%
O=C(CCS(=O)(=O)c1ccc(Cl)cc1)Nc1nnc(-c2cccs2)o1	-1%
CN(C)C(CNC(=O)c1ccc(-c2ccccc2)cc1)c1ccccc1 (stereo not given)	7%
CC(=O)c1ccc(-n2cc(-c3ccc(C(C)(C)C)cc3)[n+]3c2SCCC3)cc1	1%

(next part)
SMILES	aSyn yeast rescue
Cc1ccc(/C=C/c2onc(C)c2S(=O)(=O)N2CCC(C(=O)N3CCN(c4cc(C)ccc4C)CC3)CC2)cc1	-1%
Cc1ccn2c(=O)cc(COc3ccc(NC(=O)COc4ccccc4)cc3)nc2c1	6%
COc1ccc(C)cc1NC(=O)C1CCCN(c2ncnc3onc(C)c23)C1 (stereo not given)	5%
CC(NC(=O)C1CC(=O)N(c2ccc3c(c2)OCCO3)C1)c1ccccc1 (stereo not given)	-3%
CCOC(=O)NC(=O)CSc1ccc(C)cc1C	-6%
O=C(CCC1N=C2c3ccccc3N=C(SCc3cccc(F)c3)N2C1=O)NCc1cccs1 (stereo not given)	?
CCN1/C(=C2\C(=O)N(C)C(=S)N2c2ccccc2)C=Cc2ccccc21	-27%
Cc1cc2c(cc1S(=O)(=O)CCC(=O)N1CCC(C)CC1)OCC(=O)N2	-4%
CN1/C(=C\C(=O)c2cccnc2)Sc2ccccc21	-39%[inhibitor]
CCCCCCOc1ccc(N2C(=O)CC(N3CCN(CCN=CC4C(=O)CC(C)(C)CC4=O)CC3)C2=O)cc1 (stereo not given)	4%
CC(c1nccs1)N(C)C(=O)CCc1nnc(CCc2ccccc2)o1 (stereo not given)	7%
CCN(CC)CCNC(=O)c1sc2nc3n(c(=O)c2c1C)CCCCC3	3%
Cc1nn(C(=O)c2ccc(Br)cc2)c(C)c1S(=O)(=O)N1CCOCC1	-2%
CCc1noc(C)c1C(=O)N1CCN(S(=O)(=O)c2ccc(C(C)C)cc2)CC1	1%
COc1ccccc1C(=O)Nc1nnc(SCc2cc(=O)n3ccc(C)cc3n2)s1	3%
COc1ccc(OC)c(NC2c3ccccc3C(=O)N2Cc2ccc3c(c2)OCO3)c1 (stereo not given)	8%
O=c1c2sc3ccccc3c2n(Cc2cccc(C(F)(F)F)c2)c(=O)n1Cc1ccc(F)cc1	-12%
CC(NC(=O)c1cccc(Cl)c1)C1CC2CCC1C2 (stereo not given)	2%
Oc1nc(Nc2ccc(F)cc2)sc1/C=C1\C=Nc2ccccc21	-2%
CC(=O)Nc1c(C)nn(-c2ccccc2)c1N1CCC(C(=O)Nc2cccc(C(F)(F)F)c2)CC1	3%

Two of the compounds above, as a markdown table.
| SMILES | aSyn yeast rescue |
| --- | --- |
| Oc1nc(Nc2ccc(F)cc2)sc1/C=C1\C=Nc2ccccc21 | -2% |
| COc1ccc(OC)c(NC2c3ccccc3C(=O)N2Cc2ccc3c(c2)OCO3)c1 (stereo not given) | 8% |

The listing picks up, starting 2 compounds before the break.
SMILES	aSyn yeast rescue
Oc1nc(Nc2ccc(F)cc2)sc1/C=C1\C=Nc2ccccc21	-2%
CC(=O)Nc1c(C)nn(-c2ccccc2)c1N1CCC(C(=O)Nc2cccc(C(F)(F)F)c2)CC1	3%
Cc1ccc2c(=O)c(C(=O)c3cccc(Cl)c3)cn(CC(=O)NCc3ccccc3)c2n1	3%
CC(=O)c1ccc(N2CCN(c3nc4c(S(=O)(=O)c5ccc(C)c(C)c5)nnn4c4ccc(Cl)cc34)CC2)cc1	5%
CCOc1ccc(NS(=O)(=O)c2ccc(C(=O)N3CCCC3)cc2)cc1	1%
N#CC(C(O)c1ccccc1)N1CCOCC1 (stereo not given)	9%
COc1cccc(NS(=O)(=O)c2ccc3c(c2)[C@H]2C=CC[C@H]2[C@@H](c2ccccc2Cl)N3)c1	12%
CCc1c(C(C)=O)oc2ccc3c(C)cc(=O)oc3c12	-1%
CCc1cccc(C)c1NC(=O)c1cc2ccccc2o1	8%
CCn1c2ccccc2c2cc(NC(=O)CNCC3CCCO3)ccc21 (stereo not given)	-5%
CCCCN(C)C(=O)c1ccc2c(c1)N(Cc1ccc(F)cc1)C(=O)c1ccccc1S2(=O)=O	-11%
COc1ccc(N2C(=O)NC(NS(=O)(=O)c3ccc(Cl)cc3)(C(F)(F)F)C2=O)cc1 (stereo not given)	-5%
COc1cccc(CN2CCc3nc(SCC(=O)Nc4ccccc4)[nH]c(=O)c3C2)c1	0%
CCOC(=O)c1scc(-c2ccc(C)cc2)c1S(=O)(=O)Nc1cc(C)ccc1C	-9%
COc1ccccc1N1CC(C(=O)Nc2ccccc2N2CCCC2)CC1=O (stereo not given)	12%
O=C1Nc2ccccc2SC1=Cc1ccccc1	6%
Cc1ccc(C(=O)NC2CCN(S(=O)(=O)c3ccc(C)cc3)CC2)cc1	-12%

This is a subset; count on the stated rates, not on these rows.
